Screens (PubChem)
RAD54 branch = RAD54 (human) branch migration inhibition; RAD54 Holliday junction branch migration, FAM/BHQ fluorescence; inhibition, % at 10.4 µM; 360,000 tested, 0.14% active; AID 602329;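 active means mean normalized replicate activity at least 40 and at least half of replicates scoring 40 or more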;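 further: 0% = median of neutral control wells and 100% = median of positive control wells; inhibitors cause a drop in the FAM fluorescence signal; in these data hits start at about 50%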
Target sequence (Q92698 whole entry, looked up): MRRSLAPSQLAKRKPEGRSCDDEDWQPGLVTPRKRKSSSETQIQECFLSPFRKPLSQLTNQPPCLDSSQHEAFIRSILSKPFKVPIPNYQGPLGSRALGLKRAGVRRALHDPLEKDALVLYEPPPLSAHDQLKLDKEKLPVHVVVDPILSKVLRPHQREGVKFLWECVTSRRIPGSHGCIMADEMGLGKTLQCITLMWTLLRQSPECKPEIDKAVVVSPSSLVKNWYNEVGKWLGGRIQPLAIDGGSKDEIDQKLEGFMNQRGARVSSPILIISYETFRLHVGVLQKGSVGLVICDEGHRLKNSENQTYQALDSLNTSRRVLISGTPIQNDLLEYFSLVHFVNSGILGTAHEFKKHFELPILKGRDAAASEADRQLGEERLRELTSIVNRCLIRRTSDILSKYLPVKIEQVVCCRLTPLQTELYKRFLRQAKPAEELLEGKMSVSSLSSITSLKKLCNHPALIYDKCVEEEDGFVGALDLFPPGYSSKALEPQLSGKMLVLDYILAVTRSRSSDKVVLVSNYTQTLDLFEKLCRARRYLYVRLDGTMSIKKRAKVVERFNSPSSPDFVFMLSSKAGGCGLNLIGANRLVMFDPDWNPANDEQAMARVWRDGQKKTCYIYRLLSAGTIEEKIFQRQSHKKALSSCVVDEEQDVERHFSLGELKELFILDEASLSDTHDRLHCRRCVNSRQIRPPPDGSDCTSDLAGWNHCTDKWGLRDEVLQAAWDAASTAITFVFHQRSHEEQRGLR
RAD52 inh = RAD52 (human) annealing inhibition; recombinant RAD52 DNA annealing, FRET fluorescence; inhibition, % at 18.7 µM; P43351; 360,000 tested, 0.46% active; AID 651710;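 active means every replicate showing at least 50% inhibition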
esBAF inh = inhibitors of esBAF chromatin remodeling in mouse ES cells; Bmi1-luciferase knock-in reporter, 24 h; 100% = twice the neutral-well signal; reporter increase, % at 12.5 µM; 350,000 tested, 2% active; AID 602393; in the data active means activation above about 40%;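 further: 0% = median of the plate's neutral control wells and 100% = double that signal; a rise in the Bmi1 reporter signal indicates esBAF inhibition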
E-sel inducer = E-selectin induction on HUVECs | P16581 | HUVEC E-selectin immunofluorescence imaging; normalized: neutral wells 0, TNF-alpha wells 100 | activation, % at 7.58 µM | 260,000 tested, 0.37% active | AID 686992;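 active means mean E-selectin-positive cell signal at least 10% of the positive control, reached in at least 60% of replicates, without over 20% cell loss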;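 further: in these data hits start at about 27%; measured in HUVEC primary endothelial cells; signal is the percent of cells scored E-selectin positive by PE staining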
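Read-out: % PE-positive cells | Test system: HUVEC | Doses: One compound dose added by pin transfer | Buffer or medium: EGM-2 over gelatin coat | Signal: Immunofluorescence imaging | Benchmarks: TNF-alpha, DMSO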
ERp5 inh = inhibitors of human ERp5 | Q15084 | AID 651711 | ERp5 insulin aggregation, absorbance 650 nm, 90 min | inhibition, % at 9.99 µM | 350,000 tested, 0.05% active;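 active means mean replicate inhibition above about 25%, with every replicate also reaching it, limit read from the data, passing the limit was not always enough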
Casp6 inh = caspase-6 (human) enzyme inhibition | P55212 | purified caspase-6, Z-VEID-R110 cleavage fluorescence | inhibition, % at 12.5 µM | 350,000 tested, 0.53% active;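 active means mean inhibition across replicates at least about 35%, with every replicate also reaching that limit, limit read from the data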;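 further: 0% = median of neutral control wells and 100% = no fluorescence left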
Target sequence (P55212 24-179 limits assumed): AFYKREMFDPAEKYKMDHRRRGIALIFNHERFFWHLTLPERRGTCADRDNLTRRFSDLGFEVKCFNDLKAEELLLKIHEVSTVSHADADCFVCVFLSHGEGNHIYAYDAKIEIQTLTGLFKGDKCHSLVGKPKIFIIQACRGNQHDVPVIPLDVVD
Target sequence (P55212 194-293 limits assumed): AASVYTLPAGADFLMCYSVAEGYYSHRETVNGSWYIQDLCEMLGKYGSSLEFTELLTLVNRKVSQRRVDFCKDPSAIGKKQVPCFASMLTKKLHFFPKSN
PglD inh = PglD (C. jejuni) enzyme inhibition. purified PglD enzyme, DTNB colorimetric CoA detection. inhibition, % at 12.5 µM. 360,000 tested, 0.098% active. AID 602405; in the data active means inhibition above about 16%, passing the limit was not always enough; further: strong numbers were not always called active
* hit, by the source's call; / = no result given. The list is partial; the hit share may differ from the screen's.

The opening 2 entries, ahead of the listing:
SMILES	RAD54 branch	RAD52 inh	esBAF inh	E-sel inducer	ERp5 inh	Casp6 inh	PglD inh
C[C@H](CO)N1C[C@H](C)[C@@H](CN(C)Cc2ccc(Cl)c(Cl)c2)Oc2c(NC(=O)CCCCCC(=O)Nc3ccccc3N)cccc2C1=O	/	-3	/	324*	/	/	/
CCC(=O)N1[C@@H](CO)[C@@H](c2ccccc2)C12CN(C(=O)CN1CCOCC1)C2	/	/	/	0.4	-2	/	/

Main list (from the top)
SMILES	RAD54 branch	RAD52 inh	esBAF inh	E-sel inducer	ERp5 inh	Casp6 inh	PglD inh
C[C@H](CO)N1C[C@H](C)[C@@H](CN(C)Cc2ccc(Cl)c(Cl)c2)Oc2c(NC(=O)CCCCCC(=O)Nc3ccccc3N)cccc2C1=O	/	-3	/	324*	/	/	/
CCC(=O)N1[C@@H](CO)[C@@H](c2ccccc2)C12CN(C(=O)CN1CCOCC1)C2	/	/	/	0.4	-2	/	/
CN(C)C(=O)C[C@@H]1C=C[C@H](NC(=O)C2CCOCC2)[C@H](CO)O1	/	/	/	0.0	-1	/	/
COc1ccccc1NC(=O)N1CC(=O)N2[C@H](CO)[C@H](c3ccc(-c4ccc(C)cc4)cc3)[C@@H]2C1	/	/	/	-0.1	7	/	/
COC(=O)c1ccc(S(=O)(=O)NCc2ccccn2)n1C	/	-3	/	/	/	-2	/
O=C(O)c1nccnc1C(=O)Nc1ccccc1N1CCOCC1	/	-17	/	/	/	-1	/
COc1ccc(S(=O)(=O)Nc2cccc3c2O[C@H](CN(C)S(=O)(=O)c2ccc(OC)cc2)[C@H](C)CN([C@@H](C)CO)C3=O)cc1	/	/	/	0.0	/	-2	/
COc1ccc(S(=O)(=O)Nc2cccc3c2O[C@H](CN(C)S(=O)(=O)c2ccc(OC)cc2)[C@H](C)CN([C@H](C)CO)C3=O)cc1	/	/	/	0.2	/	-1	/
COc1ccc(S(=O)(=O)N(C)C[C@@H]2Oc3c(NS(=O)(=O)c4ccc(C)cc4)cccc3C(=O)N([C@@H](C)CO)C[C@H]2C)cc1	/	/	/	-0.4	/	2	/
C[C@@H]1CCCCO[C@@H](CN(C)C)[C@H](C)CN([C@@H](C)CO)C(=O)c2cc(N(C)C)ccc2O1	/	/	/	0.0	/	1	/
Cc1cc(=O)[nH]c(-c2ccccc2)n1	1	/	-5	/	/	/	0
CN1CCN(S(=O)(=O)c2ccc(NC(=O)c3cccs3)cc2)CC1	-4	/	-1	/	/	/	6
CCOC(=O)c1c(N)nn(C(=O)C(C)C)c1-c1ccccc1	-7	/	4	/	/	/	-7
Cc1ccccc1NC(=O)Cc1nnc(SCC(=O)N2CCN(c3ccccc3)CC2)n1C	-8	/	-6	/	/	/	1
COc1ccc(NC(=O)C2Cc3c(-c4ccccc4)ccnc3O2)cc1OC (centres undefined)	9	/	-5	/	/	/	0

Full records, looked up by structure. Order of values: RAD54 branch	RAD52 inh	esBAF inh	E-sel inducer	ERp5 inh	Casp6 inh	PglD inh
Cc1ccccc1NC(=O)Cc1nnc(SCC(=O)N2CCN(c3ccccc3)CC2)n1C is listed as -8	/	-6	/	/	/	1
COc1ccc(S(=O)(=O)N(C)C[C@@H]2Oc3c(NS(=O)(=O)c4ccc(C)cc4)cccc3C(=O)N([C@@H](C)CO)C[C@H]2C)cc1 is listed as /	/	/	-0.4	/	2	/
CCOC(=O)c1c(N)nn(C(=O)C(C)C)c1-c1ccccc1 is listed as -7	/	4	/	/	/	-7
COc1ccc(NC(=O)C2Cc3c(-c4ccccc4)ccnc3O2)cc1OC (centres undefined) is listed as 9	/	-5	/	/	/	0
CCC(=O)N1[C@@H](CO)[C@@H](c2ccccc2)C12CN(C(=O)CN1CCOCC1)C2 is listed as /	/	/	0.4	-2	/	/

Back to the main list with the 2 entries that preceded the break.
SMILES	RAD54 branch	RAD52 inh	esBAF inh	E-sel inducer	ERp5 inh	Casp6 inh	PglD inh
Cc1ccccc1NC(=O)Cc1nnc(SCC(=O)N2CCN(c3ccccc3)CC2)n1C	-8	/	-6	/	/	/	1
COc1ccc(NC(=O)C2Cc3c(-c4ccccc4)ccnc3O2)cc1OC (centres undefined)	9	/	-5	/	/	/	0
Nn1c(SCc2nc3ccccn3c2Br)nnc1-c1cccnc1	6	/	-3	/	/	/	4
Cc1cc(C)c2nc(SCC(=O)Nc3ccccc3N3CCOCC3)c(C#N)cc2c1	1	/	-5	/	/	/	2
Cc1cc(C(=O)Cn2cncn2)c(C)n1CCc1ccc(F)cc1	4	/	12	/	/	/	-2
CCc1nc2c(OCCC3CCCCC3)cccn2c1N(C)C(=O)C1CC1	2	/	4	/	/	/	-3
CCC(=O)Nc1cccc(NC(=O)CSc2nnnn2Cc2ccccc2)c1	7	/	-2	/	/	/	-5
Cc1cc(=O)n2[nH]c(-c3ccccc3Cl)cc2n1	5	/	14	/	/	/	2
COc1cccc(NC(=O)C(=O)NCc2ccncc2)c1	4	/	52*	/	/	/	2
COc1ccc(C(=O)NC2CCCCCC2)cc1S(=O)(=O)N1CCCc2ccccc21	1	/	9	/	/	/	10
CCNC(=O)C1CCCN(Cc2ccc3ccccc3c2Br)CC1 (centres undefined)	-2	/	-2	/	/	/	-1
CC1(C)CC(=O)C2=C(C1)NCN(Cc1ccccc1)C2	-1	/	-4	/	/	/	-3
CCCS(=O)(=O)c1c(S(=O)(=O)CCC)c2c3ccccc3ccn2c1C(N)=O	3	/	-1	/	/	/	5
CC(C)(Oc1ccc(Cl)cc1)C(=O)Nc1ncccn1	-6	/	-2	/	/	/	5
CCOc1ccc(CN2CCN(C(=O)c3ccccc3)CC2)cc1	-3	/	-2	/	/	/	-8
CCOC(=O)c1cnc2c(C)cccc2c1NCCc1ccc(OC)c(OC)c1	12	/	-1	/	/	/	-4
Cc1ccc(S(=O)(=O)Nc2cc(C(=O)NCCN3CCCC3)ccc2N2CCCCC2)cc1	11	/	10	/	/	/	4
CCO/C=C1/C(=O)N(CC)c2ccccc21	6	/	9	/	/	/	-8
COc1cc(CC(NC(C)=O)C(=O)NC2CCN(c3nc(C)cc(C)c3C#N)CC2)cc(OC)c1 (centres undefined)	4	/	-3	/	/	/	-5
CCCCCN(C(=O)NC(=O)Nn1cnnc1)S(C)(=O)=O	1	/	-4	/	/	/	-5
O=C(O)C(=Cc1ccccc1Cl)c1ccccc1	-6	/	1	/	/	/	2
CCOC(=O)c1ccc(N2C(=O)CC(C(=O)OC)=C2C)cc1	-17	/	16	/	/	/	0
CCOC(=O)N1CCC(NC(=O)CCS(=O)(=O)c2ccc3c(c2)CCN3C(=O)CC)CC1	-11	/	0	/	/	/	2
CCOC(=O)N1CCN(C(=O)c2ccc3c(=O)n(-c4ccc(OC)cc4)c(=S)[nH]c3c2)CC1	10	/	-9	/	/	/	4
O=C(CN1CCC(Cc2ccccc2)CC1)NC(=O)NCc1ccco1	-4	/	7	/	/	/	0
CN(C(=O)C1CCCO1)c1nnc(-c2ccccn2)s1 (centres undefined)	-11	/	22	/	/	/	3
CC(C(=O)Nc1c2c(cc3c1CCC3)CCC2)N1CCCC1 (centres undefined)	-5	/	-13	/	/	/	1
COc1ccc2cc(C(c3nnnn3C3CCCCC3)N3CCCCCC3)c3nnnn3c2c1 (centres undefined)	11	/	-4	/	/	/	-4
CCN1CCc2c(sc(N)c2C(N)=O)C1	-9	/	-15	/	/	/	-4
CCOC(=O)C1=C(C)N=C2SC(C)C(=O)N2C1c1ccc(OC(C)=O)c(OC)c1 (centres undefined)	0	/	-1	/	/	/	5
O=C(c1cccnc1)N1CCN(Cc2cccc(F)c2)CC1	-3	/	6	/	/	/	2
O=C(COC(=O)C1CCN(S(=O)(=O)c2cccs2)CC1)c1cc2ccccc2o1	5	/	-11	/	/	/	-1
CC(c1ccccc1)n1cc(C(=O)NCc2cccnc2)nn1 (centres undefined)	-44	/	0	/	/	/	2
COC(=O)C(NC=O)C(O)(Cc1ccccc1)C(F)(F)F (centres undefined)	2	/	12	/	/	/	-5
Cc1nc(SCCc2ccccc2)[nH]c(=O)c1C	-5	/	50*	/	/	/	-6
CN1Cc2ccccc2CC1CNCc1c(C(=O)N2CCCC2)nc2ccccn12 (centres undefined)	5	/	-3	/	/	/	1
COc1ccc(CCNC(=O)CCCOc2ccc(C)cc2)cc1OC	-4	/	4	/	/	/	0
Nc1c(Cl)cc(Cl)cc1C(=O)OCC(=O)NC1CC1	-3	/	4	/	/	/	-1
COc1ccc(OC)c(S(=O)(=O)Nc2ccc(O)c3ccccc23)c1	-2	/	1	/	/	/	-4
CCN(CC)C(=O)c1cc2cc([N+](=O)[O-])ccc2s1	-2	/	3	/	/	/	-1
O=C1C=C(NCCNc2c(F)c(F)c(CO)c(F)c2F)CCC1	-7	/	-6	/	/	/	13
COc1cccc(-c2cnc(C(O)c3ccc(C(C)(C)C)cc3)[nH]2)c1 (centres undefined)	0	/	0	/	/	/	-2
COc1ccc(N=Cc2c(O)[nH]c3ccccc23)cc1OC	3	/	73*	/	/	/	-8
COc1ccc(OC[C@@H](O)CNC(=O)c2cccc3c2C(=O)c2ccc(-c4ccc(F)cc4OCc4ccccc4)cc2S3(=O)=O)cc1	-6	/	2	/	/	/	2
c1ccc(-c2csc(N3CCc4ccccc4C3)n2)cc1	-5	/	22	/	/	/	-2
COc1ccc2nc(N/C(N)=N/C(=S)Nc3cccc(C)c3)nc(C)c2c1	4	/	16	/	/	/	5
Cc1ccc(C(=O)NCCNc2nc3cc(C)c(C)cc3cc2C)cc1	-3	/	-9	/	/	/	0
CC(C)OCCCn1c(=S)[nH]c2cc3c(cc2c1=O)OCO3	-4	/	14	/	/	/	1
Cc1ccc(NC(=O)NCc2ccccn2)cc1	-4	/	10	/	/	/	4
CCOC(=O)N1CCC(NC(=O)c2cccc3c2C(=O)N(Cc2cccnc2)C3)CC1	-2	/	-1	/	/	/	-6
Cc1c(-c2nc(N)nc(Nc3ccc(F)cc3)n2)oc2ccccc12	4	/	62*	/	/	/	6
COc1ccc(C2C(Oc3ccccc3C)C(=O)N2Cc2ccc(F)cc2)cc1OC (centres undefined)	-4	/	0	/	/	/	2
CCOC(=O)c1cnn(-c2ccccc2)c1NC(=O)C(F)(F)C(F)(F)C(F)(F)F	-8	/	-4	/	/	/	-5
O=C1CSC(c2nn(-c3ccccc3)cc2-c2cc3ccccc3oc2=O)N1Cc1ccco1 (centres undefined)	3	/	0	/	/	/	1
CCN(CC)C(=O)c1sc(N)c(C#N)c1C	-3	/	-6	/	/	/	5
O=C(NCc1ccccc1Cl)c1ccc2nc([C@H]3C[C@H](O)[C@@H](CO)O3)[nH]c2c1	-8	/	-4	/	/	/	0
CCOC(=O)C1(CCCc2ccccc2)CCN(C(=O)C2CCCN(C(N)=O)C2)CC1 (centres undefined)	-1	/	10	/	/	/	2
CC(C)CCOc1cccc(OCC(=O)NC2CCS(=O)(=O)C2)c1 (centres undefined)	5	/	2	/	/	/	8
N#CC(c1ccc(Cl)nn1)c1ccc(Cl)cc1Cl (centres undefined)	14	/	-6	/	/	/	-5
CN1CCN(c2nc3c(c(=O)n(C)c(=O)n3C)n2CCSc2nc3ccccc3s2)CC1	5	/	-2	/	/	/	-1
Cc1cc(C)cc(NS(=O)(=O)c2ccc(NC(=S)NC(=O)c3ccc(Br)o3)cc2)c1	3	/	-20	/	/	/	-2
CCCCOc1ccc(NC(=O)c2cc(F)c(F)cc2Cl)cc1	-1	/	6	/	/	/	2
